# Htt clearance: compounds clearing mutant huntingtin protein. HeLa Exon1htt(103Q)mCFP, aggregate imaging; zero = plate's median compound well. inhibition, % at 1.5 µM. hit rate 0.42% among 47,000. AID 853;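 active = inhibition of aggregate fluorescence above about 70%, also judged a hit by eye on the cell image, limit read from the data, passing the limit was not always enough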;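 also: cells exposed to compound for three days before fixation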
# Htt clearance grain fraction: also measured in Htt clearance; calls as there; fraction fluorescence in grains; measured here: aggregate grain fluorescence fraction; stronger effect = lower value;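 scaled fraction of total cell fluorescence in grains with unit not stated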
# * = called active by the depositor.
# Results follow in this order: Htt clearance	Htt clearance grain fraction
- Cc1ccc(NC(=O)CSc2nnc(Cc3cccn3C)n2-c2ccc(F)cc2)cc1
 : -20	39
- CCOC(=O)c1sc(C)c2c(=O)n(CC(=O)c3ccc(Br)cc3)nnc12
 : 9	36
- Cc1cccc(NC(=O)CCc2c(C)nc3ncnn3c2C)n1
 : -39	33
- Cc1cccc(Cn2cc(/C=C/[N+](=O)[O-])c3ccccc32)c1
 : -60	33
- Cn1nnnc1SCc1ccc(C(=O)Nc2nccs2)cc1
 : 31	27
- Nc1nnc(Cc2ccc(Cl)c(Cl)c2)s1
 : -7	19
- CC1CCCC(C(=O)O)N1C(=O)CCSC(=O)c1ccccc1 (stereo not drawn)
 : -8	46
- Cc1ccc(N2C(=O)c3ccc(C(=O)O)cc3C2=O)cc1C
 : 16	17
- CC(=O)Nc1ccc(C2NC(=O)c3ccccc3O2)cc1 (stereo not drawn)
 : -28	44
- CSc1nc(SCCO)c2sc3nc(-c4ccco4)c4c(c3c2n1)CC(C)(C)OC4
 : 2	39
- COc1ccc2nc(NC(=O)CSc3nccc(C)n3)sc2c1
 : -15	46
- CCOC(=O)c1cnc(SCc2nc(N)nc(Nc3ccc(C)cc3)n2)nc1N
 : 16	15
- CCOC(=O)N1CCN(C(=O)c2ccc3nc(SCc4ccc(F)cc4)n(C)c3c2)CC1
 : -27	47
- O=c1oc(-c2ccco2)nc2c1cnn2-c1ccccc1
 : 13	32
- CC(C)(C)c1ccc(CN2N=Nc3ccccc3S2(=O)=O)cc1
 : 12	33
- CC1(C)CC(=O)C2=C(C1)Nc1cc3c(cc1C2c1ccc2c(c1)OCO2)OCO3 (stereo not drawn)
 : 39	23
- Cc1ccc(C(O)CN2C3=NCCCN3c3ccccc32)cc1 (stereo not drawn)
 : 19	16
- COc1ccc(NS(=O)(=O)c2ccc(S(=O)(=O)N3CCCC3)cc2)cc1
 : 30	15
- O=C(NCC1CCCO1)c1cccnc1Nc1ccccc1F (stereo not drawn)
 : -24	43
- CC1(C(=O)O)CCC(C(=O)N2CCOCC2)C1(C)C (stereo not drawn)
 : -21	46

# 3 entries from above, ordered by number of heavy atoms, descending:
# Results follow in this order: Htt clearance	Htt clearance grain fraction
- CC1(C)CC(=O)C2=C(C1)Nc1cc3c(cc1C2c1ccc2c(c1)OCO2)OCO3 (stereo not drawn)
 : 39	23
- COc1ccc(NS(=O)(=O)c2ccc(S(=O)(=O)N3CCCC3)cc2)cc1
 : 30	15
- Cn1nnnc1SCc1ccc(C(=O)Nc2nccs2)cc1
 : 31	27

# Other structures follow:
# Results follow in this order: Htt clearance	Htt clearance grain fraction
- OCCN1CCN(c2nc(-c3ccccc3)c3cc(Cl)ccc3n2)CC1
 : -36	29
- CCc1c(C)nc2cc(-c3ccc(OC)c(OC)c3)nn2c1N1CCC(C)CC1
 : -16	45
- COc1ccc(OC)c(-c2nc(C)sc2CC(=O)O)c1
 : 46	12
- CCc1nc(SCC(=O)N2CCCC2)c2ccccc2n1
 : 12	16
- CCOC(=O)c1snc(-c2ccc(F)cc2)c1N
 : -5	22
- COc1cccc(CC(NC(C)=O)C(=O)NC2CCN(c3c4c(nc5ncnn35)CCC4)CC2)c1 (stereo not drawn)
 : 50	9.3
- Cc1cc(C)n(-c2nc(N(C)C)nc(N(C)C)n2)n1
 : -31	25
- O=C(c1ccccc1F)N1CCC(O)(c2cccnc2)CC1
 : -64	62
- CCN(CCCNS(=O)(=O)c1ccc2c(c1)CCN2C(C)=O)c1cccc(C)c1
 : 34	23
- CCC(=O)/C=C1\Sc2ccc(OC)cc2N1CC
 : 33	25
- COc1ccc(N(CC(=O)NC2CCCCC2)C(=O)CNC(=O)c2ccco2)cc1OC
 : -20	24
- O=C(CN1CCCN(Cc2ccc(F)cc2Cl)C1=O)NC1CCCCCCC1
 : -2	44
- FC(F)(F)c1cccc(NCc2cn3cccnc3n2)c1
 : -62	60
- Cc1sc2ncnc(Sc3nnnn3-c3ccccc3)c2c1C
 : -19	44
- C=CCc1c(C)nc(C)nc1N/N=C/c1ccccc1
 : -3	29
- O=C(O)c1cc(-c2ccncc2)nc2ccc(S(=O)(=O)N3CCOCC3)cc12
 : -22	41
- O=C(O)CCCC(=O)Nc1ccc(C(=O)N2CCCCC2)c(Cl)c1
 : -91	37
- CC(C)OC(=O)CC(=O)CSc1nc2c(cc1C#N)CCC2
 : 34	15
- O=C(NC1CCN(S(=O)(=O)c2ccccc2)CC1)C1CCCCC1
 : -48	26
- CCc1nnc(NC(=O)CN2CCN(c3ccccc3OC)CC2)s1
 : -25	43
- Cc1nnc(NC(=O)CSc2nnnn2Cc2ccccc2)s1
 : -90	37
- CN(CCCNC(=O)COc1cc(=O)n(C)c2ccccc12)Cc1ccccc1
 : -14	38
- Cc1cc2c(=O)n(Cc3ccco3)c(SCC(=O)N3CCCc4ccccc43)nc2s1
 : -7	19
- O=C(CCc1ccccc1)Nc1nc2n(n1)C(c1ccccc1)CC(=O)N2 (stereo not drawn)
 : -40	56
- COc1ccccc1-c1cnnc(N/N=C/c2ccc(-c3cccc(Br)c3)o2)n1
 : -69	32
- CC(=O)n1cc(/C=N/NC(=O)c2sc(C)nc2C)c2ccccc21
 : 1	40
- COc1cccc(NC(=O)c2nc3ncccn3n2)c1
 : -67	28
- O=C(O)c1ccc(S(=O)(=O)N2CCC(c3nc(-c4ccccc4Cl)no3)CC2)cc1
 : -18	40
- CCC(c1nnnn1C(C)(C)C)N(CCOC)Cc1cc2cccc(C)c2n2nnnc12 (stereo not drawn)
 : 14	36
- O=C(O)Cc1ccc(NC(=O)C2CCCCC2C(=O)O)cc1 (stereo not drawn)
 : -37	51
- CCSc1nc2ccccc2n1C(=O)Oc1ccccc1
 : -6	22
- C=CCOC(=O)C1=C(C)Nc2nnnn2C1c1cccs1 (stereo not drawn)
 : 36	26
- CCN1CCN(C(C)C(=O)Nc2c(C)n(C)n(-c3ccccc3)c2=O)CC1 (stereo not drawn)
 : -43	60
- CCOc1ccccc1NC(=O)Cn1c(C)cc(COC)c(C#N)c1=O
 : -25	27
- Cc1nn(Cc2ccc(C(=O)N3N=C(C(F)F)CC3(O)C(F)F)cc2)c(C)c1[N+](=O)[O-] (stereo not drawn)
 : -61	63
- Cc1c(NC(=O)C2CC(c3c(F)cccc3Cl)=NO2)c(=O)n(-c2ccccc2)n1C (stereo not drawn)
 : -20	25
- COc1cccc(C2CC(c3ccccc3Cl)Nc3ncnn32)c1 (stereo not drawn)
 : 19	14
- O=C(CSCc1ccccc1)NC1CCSC1=O (stereo not drawn)
 : -24	25
- CCOCCn1c(SCc2c(F)cccc2Cl)nc2c1c(=O)[nH]c(=O)n2C
 : 24	13
- Cc1ccccc1-n1nc2c(c1NC(=O)c1cccc(F)c1)CS(=O)C2 (stereo not drawn)
 : -422	193

# Some of these compounds in order of their number in Htt clearance grain fraction, lowest first.
# Results follow in this order: Htt clearance	Htt clearance grain fraction
- COc1cccc(C2CC(c3ccccc3Cl)Nc3ncnn32)c1 (stereo not drawn)
 : 19	14
- CN(CCCNC(=O)COc1cc(=O)n(C)c2ccccc12)Cc1ccccc1
 : -14	38
- CC(=O)n1cc(/C=N/NC(=O)c2sc(C)nc2C)c2ccccc21
 : 1	40

# Next part.
# Results follow in this order: Htt clearance	Htt clearance grain fraction
- CC1(C)Cc2c(C#N)c(N3CCN(C(=O)c4ccco4)CC3)nc(-c3ccco3)c2CS1
 : 31	13
- CSc1ccc(C2C(C#N)=C(N)Oc3c2ccc(=O)c2c(C)oc(C)c32)cc1 (stereo not drawn)
 : -1	37
- O=C(NCCCN1CCCC1=O)C1CCN(S(=O)(=O)N2CCOCC2)CC1
 : 0	18
- CCOC(=O)c1ccc(NS(=O)(=O)c2ccc3c(c2)oc(=O)n3C)cc1
 : -32	43
- CCNC(=O)CCSc1nc2cc(Cl)ccc2o1
 : 16	16
- CCOC(=O)C1CCN(C(=O)Cn2cc(C(=O)C3CC3)c3ccccc32)CC1
 : 41	13
- O=C(CN1CCN(c2nc(-c3ccc(F)cc3)cs2)CC1)NCc1ccc2c(c1)OCO2
 : -45	27
- CCOCCn1c(CN2CCN(c3cccc(Cl)c3)CC2)nc2c1c(=O)n(C)c(=O)n2C
 : 69	14
- CCOc1ccc(C(=O)Nc2cccc(-c3nc4cccnc4o3)c2)cc1Cl
 : 18	30
- COc1ccccc1Oc1coc2c(CN3CCN(C)CC3)c(O)ccc2c1=O
 : 38	12
- CSc1nnc(-c2ccc(NC(=O)CCc3ccccc3)cc2)n1C
 : 22	13
- CC(CN1CCOCC1)(NS(=O)(=O)c1ccccc1)c1ccccc1 (stereo not drawn)
 : 3	36
- O=C(O)CCCNS(=O)(=O)c1ccc(F)cc1
 : 9	37
- Cc1cccc(NC(=O)C2CCCN(S(=O)(=O)c3cccc4nsnc34)C2)n1 (stereo not drawn)
 : -17	35
- CCOC(=O)N1CCC(NC(=O)C2CCN(S(=O)(=O)c3cccs3)CC2)CC1
 : 15	32
- COc1ccc(-c2cc3ccc(OCc4nn[nH]n4)cc3oc2=O)cc1OC
 : 40	12
- Cc1nn(Cc2ccc(F)cc2)c(C)c1NC(=O)c1noc2c1CCc1ccccc1-2
 : 16	30
- COc1ccc(N2CCN(CCNC(=O)c3nnc(Cc4c(F)cccc4Cl)o3)CC2)cc1
 : 1	36
- CCC(=O)NC(Nc1ncc(C)s1)(C(=O)OC)C(F)(F)F (stereo not drawn)
 : 70*	6*
- CCOC(=O)COc1c(Br)cc(C2NC(=O)NC(C)=C2C(C)=O)cc1OC (stereo not drawn)
 : -56	30
- CC(=O)c1ccc(NC(=O)c2ccc(S(=O)(=O)N3CCCC3)cc2)cc1
 : 16	14
- CCCC(=O)Nc1nnc(CC(=O)OCC)s1
 : 39	11
- CNCCCOc1cccc(OC(C)C)c1
 : 6	26
- CC(=O)Nc1ccc(NC(=O)c2sc3nc4c(c(-c5ccc(C)cc5)c3c2N)CCC4)cc1
 : 26	35
- CN(Cc1nc(-c2ccncc2)no1)S(=O)(=O)c1ccc(Cl)cc1
 : -2	20
- Cc1ccc2[nH]c(=O)c3cc(C(=O)NCCN4CCN(C)CC4)sc3c2c1
 : -60	49
- CCOc1cc(S(=O)(=O)NCc2ccc3c(c2)OCO3)c(C)cc1C
 : 18	16
- O=C(Nc1nnc(N2CCCCCC2)s1)c1cc(-c2ccc(Br)cc2)on1
 : -28	39
- COc1cccc(NC(=O)c2cccc(OC)c2OC)c1
 : -21	21
- COc1ccc(OC)c(C(=O)C2COC(=O)C2)c1 (stereo not drawn)
 : 2	21
- Cc1cccc(OCCCCCNCCO)c1
 : -248	155
- COc1ccc(OCC(=O)Nc2cccc(-c3nc4ccccc4o3)c2)cc1
 : -24	45
- CC(C)(C)n1ncc2c(=O)n(Cc3c(F)cccc3Cl)cnc21
 : -25	46
- Cc1ccc(-c2nnn(CC(=O)N(c3cccc(O)c3)C(C(=O)NC(C)(C)C)c3cccs3)n2)o1 (stereo not drawn)
 : 26	25
- CCN1CCN(C(CNC(=O)c2ccc3c(c2)OCO3)c2cccnc2)CC1 (stereo not drawn)
 : -35	45
- CCOC(=O)c1sc(NC(=O)C2CC2)cc1C
 : 0	41
- COc1cccc(C(=O)Nc2ccc(F)cc2F)c1
 : 17	16
- Cc1ccc(-n2ncc3c(=O)n(CC(=O)OCc4ccccc4)cnc32)cc1
 : 6	32
- Cc1nc2ccc(NC(=O)c3ccc(Cl)s3)cc2s1
 : -285	142
- CC(C(=O)NCc1cccnc1)N1C(=O)c2ccccc2C1=O (stereo not drawn)
 : -42	28
- Cc1ccc(CCNc2ccc3ccccc3c2)cn1
 : 52	8.4
- COC(=O)c1cccc(NC(=O)CCCOc2cccc(C)c2)c1
 : 47	9.5
- Cc1ccc(S(=O)(=O)N2CCC(C(=O)N3Cc4ccccc4C3)CC2)cc1
 : 0	22
- Cc1cccc(S(=O)(=O)CC(=O)Nc2nc(-c3ccccc3)cs2)c1
 : -19	25
- CCCCCCCCCCNC(=O)CCn1[nH]c(=O)c2ccccc2c1=O
 : -20	23
- O=C(CN(CC1CCCO1)C(=O)CNS(=O)(=O)c1ccccc1)NCc1ccccc1 (stereo not drawn)
 : 36	10
- CCOc1ccccc1N=c1oc2cc(O)ccc2cc1C(=O)NCC1CCCO1 (stereo not drawn)
 : -18	23
- CC(Cc1cccs1)NC(=O)NC1CCCCC1 (stereo not drawn)
 : 42	21
- Cn1c(=O)c2c(nc(N3CCCCC3)n2CCSc2nc3ccccc3o2)n(C)c1=O
 : -14	22
- COC(=O)CN(c1ccccc1)S(=O)(=O)c1ccccc1
 : 30	31
- Cc1nc2ccccc2c(=O)n1NC(=O)Cc1ccccc1
 : -30	24
- Cc1csc(SCC(=O)O)n1
 : 16	31
- CCn1c(=O)cc(SCC(=O)NCc2ccccn2)c2ccccc21
 : -30	43
- CCCOc1ccc(N2C(=O)CC(N(C(=O)c3ccco3)c3ccc(OCCC)cc3)C2=O)cc1 (stereo not drawn)
 : -4	24
- CC(=O)Nc1nonc1-c1nc2ccccc2n1CCC#N
 : 26	15
- CC(=O)NC1CC2CCCC(C1)N2C(=O)Nc1ccccc1 (stereo not drawn)
 : 10	36

# Another view of some results above.
canonical_smiles	Htt clearance	Htt clearance grain fraction
Cc1cccc(NC(=O)CCc2c(C)nc3ncnn3c2C)n1	-39	33
CC(=O)Nc1nonc1-c1nc2ccccc2n1CCC#N	26	15
COc1cccc(NC(=O)c2nc3ncccn3n2)c1	-67	28
CC(=O)Nc1ccc(C2NC(=O)c3ccccc3O2)cc1 (stereo not drawn)	-28	44
C=CCc1c(C)nc(C)nc1N/N=C/c1ccccc1	-3	29

# Pulled by structure from above:
# Results follow in this order: Htt clearance	Htt clearance grain fraction
- COc1ccc(OC)c(C(=O)C2COC(=O)C2)c1 (stereo not drawn)
 : 2	21
- Cc1cc2c(=O)n(Cc3ccco3)c(SCC(=O)N3CCCc4ccccc43)nc2s1
 : -7	19
- CCN(CCCNS(=O)(=O)c1ccc2c(c1)CCN2C(C)=O)c1cccc(C)c1
 : 34	23
- Cc1cccc(NC(=O)C2CCCN(S(=O)(=O)c3cccc4nsnc34)C2)n1 (stereo not drawn)
 : -17	35

# The list is partial; count on the stated rates, not on these rows.
